Compound activity: PubChem BioAssay, National Center for Advancing Translational Sciences (NCATS)
D1 potentiator – potentiators of human D1 dopamine receptor; P21728; HEK293 TREx D1 cells, calcium flux, dopamine EC20 potentiation; potentiation, % at 10 µM; 0.036% of 360,000 active; in the data active = potentiation above about 30%; also: 0% is about no effect
Target sequence (P21728 whole entry, looked up): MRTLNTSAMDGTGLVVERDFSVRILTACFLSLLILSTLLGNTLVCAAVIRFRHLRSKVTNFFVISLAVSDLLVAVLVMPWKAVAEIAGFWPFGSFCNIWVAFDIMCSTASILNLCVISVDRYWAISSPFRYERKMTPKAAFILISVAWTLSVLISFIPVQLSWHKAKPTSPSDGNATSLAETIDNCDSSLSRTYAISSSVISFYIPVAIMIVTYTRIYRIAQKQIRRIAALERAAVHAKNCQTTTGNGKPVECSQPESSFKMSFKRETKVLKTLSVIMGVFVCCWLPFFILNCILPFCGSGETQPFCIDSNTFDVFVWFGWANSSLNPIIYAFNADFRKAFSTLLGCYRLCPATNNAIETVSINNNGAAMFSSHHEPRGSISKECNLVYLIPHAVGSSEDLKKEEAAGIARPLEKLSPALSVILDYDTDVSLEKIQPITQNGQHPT
D1 antagonist – blocks dopamine activation of the human D1 receptor; P21728; HEK293 TREx D1 cells, calcium flux, dopamine EC80; stronger effect = lower value; activity change, negative = inhibition, % at 10 µM; 3.2% of 360,000 active; in the data active = activity change below about -30%; also: % is scaled to controls: 0 for no effect and ±100 for the full control effect
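Kinetic fluorescence of a calcium dye serves as the read-out. D1-expressing Hek293 Trex cells, induced overnight at 30 C, are exposed to compound for 180 s before an EC80 dopamine addition, then read 180 s further.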
GRP78 ERSR act – inducers of ER stress response in human glioma cells | 0.02% of 420,000 active | Potency, µM, for the others: at the highest dose activation, usual class: activators | U87-MG GRP78 promoter luciferase reporter, 16 h; also: potency is read from the fitted curve at half-maximal effect; series mostly up to about 76 µM; % of control where 0% means no effect; nearly all actives have a fitted effect of over 35% in size
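ERSR induction read as luciferase luminescence (Bright-Glo, 10 min at room temperature) in stably transfected human U87-MG glioma cells exposed to compounds for 16 h, using GRP78 as sensor.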
RXFP1 ag – activates the human relaxin receptor RXFP1; Q9HBX9; HEK293T-RXFP1 cAMP TR-FRET, 30 min; response scale: percent of porcine relaxin response, buffer zero; Potency, µM (highest dose often 57.5 µM), without a hit: top-dose activation, most hits filed as activators; 0.3% of 370,000 active; also: potency is read from the fitted curve at half-maximal effect; % is scaled to controls: 0 for no effect and ±100 for the full control effect; nearly all actives have a fitted effect of over 60% in size; many of its hits are not listed in these tables
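HEK293 cells stably expressing RXFP1, treated 30 min at 37C with compounds plus PDE4 inhibitor Ro 20174; cAMP measured by HTRF TR-FRET. Normalized to buffer and 29 nM porcine relaxin; EC50 by Hill fit.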
Vif-APOBEC3G blk – Vif-A3G binding inhibition. Q9HC16. HeLa A3G-eYFP + Vif (tagged APOBEC3G with the HIV-1 protein that degrades it), YFP fluorescence, overnight. Potency, µM (top dose mostly 46.1 µM), without a hit: at the highest dose activity, negative = active, actives largely listed as inhibitors. 0.076% of 410,000 active. AID 602310;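 also: potency is read from the fitted curve at half-maximal effect; % is scaled to controls: 0 for no effect and ±100 for the full control effect; nearly all actives have a fitted effect of over 60% in size; hits raise eYFP signal because A3G escapes Vif-driven loss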
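Read-out is eYFP fluorescence (Ex 488/Em 500-530) from Vif-expressing HeLa A3G-eYFP cells; more signal means A3G escaped Vif-mediated degradation. Cells plated overnight, compound pinned in, incubated overnight at 37 deg C.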
Vif-A3F inh – blocks the Vif interaction with APOBEC3F | 0.2% of 390,000 active | Potency, µM (titrated, usually from 46.1 µM), without a hit: at the highest dose activity, negative = active | AID 602313 | HeLa A3F-eYFP + Vif (tagged APOBEC3F with the HIV-1 protein that degrades it), YFP fluorescence increase; also: potency is read from the fitted curve at half-maximal effect; % of control where 0% means no effect; nearly all actives have a fitted effect of over 65% in size
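HeLa cells stably expressing Vif plus C-terminally eYFP-tagged A3F were seeded, incubated overnight at 37 deg C, dosed with compound, incubated overnight again at 37 deg C. Yellow fluorescence (Ex 488/Em 500-530) reported blocked Vif-mediated A3F-eYFP degradation.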
D1 ag – activates the human D1 dopamine receptor; P21728; HEK293 T-REx D1 cells, calcium flux, agonist mode; activation, % at 2 µM; 1% of 360,000 active; AID 504660; in the data active = activation above about 30%; also: 0% is about no effect
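Agonism was scored from calcium flux recorded over 180 s (1 read/s) after pintool compound addition, following a 10-cycle baseline. Cells were inducible force-coupled HEK293 TREx D1, plated overnight at 30 C and loaded with no-wash calcium dye.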
D2 PAM – positively modulates the human D2 dopamine receptor allosterically; P14416; HEK293 T-REx D2, calcium flux, EC20 dopamine potentiation; potentiation, % at 10 µM; 0.34% of 340,000 active; AID 485347;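 active = potentiation over 3 SD above the plate norm, cut at about 30% in these data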; also: 0% is about no effect
Target sequence (P14416 whole entry, looked up): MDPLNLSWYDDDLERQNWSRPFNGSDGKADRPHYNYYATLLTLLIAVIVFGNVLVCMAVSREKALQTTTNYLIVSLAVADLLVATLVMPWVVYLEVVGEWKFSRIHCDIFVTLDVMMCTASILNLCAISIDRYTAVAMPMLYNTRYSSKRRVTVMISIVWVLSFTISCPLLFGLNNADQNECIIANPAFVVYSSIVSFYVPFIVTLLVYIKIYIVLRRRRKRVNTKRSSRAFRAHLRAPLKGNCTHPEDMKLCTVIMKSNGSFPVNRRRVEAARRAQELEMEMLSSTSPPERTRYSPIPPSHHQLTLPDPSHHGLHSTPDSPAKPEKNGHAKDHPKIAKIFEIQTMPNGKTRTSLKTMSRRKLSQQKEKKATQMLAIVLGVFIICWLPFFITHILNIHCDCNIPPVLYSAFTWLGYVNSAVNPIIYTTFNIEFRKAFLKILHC
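Tetracycline-induced Hek293 Trex D2 cells, force-coupled to calcium, loaded with no-wash calcium dye. Compound added with 180 s kinetic read for agonism, then EC20 dopamine and a further 180 s read for potentiation.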
RXFP1 antag – blocks the human relaxin receptor RXFP1. Q9HBX9. activity change, negative = inhibition, % at 57.5 µM. HEK293-RXFP1, relaxin-stimulated cAMP HTRF, 30 min; stronger effect = lower value. 0.59% of 350,000 active;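 active = activity change of -60% or lower, but not beyond a set lower limit; inconclusive = change between -60% and -40%, or beyond the set limit; inactive = change above -40%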; also: % is scaled to controls: 0 for no effect and ±100 for the full control effect
* marks the source's active call; other numbers are inactive results; ? = inconclusive; . = not tested or not shown; & = joins results of further samples. Unless noted, calls follow the shape of the dose curve; as a rule, active = well fitted curve in the direction sought with a large enough effect; inconclusive = small, poorly fitted or top-dose-only effect, or another doubt; inactive = no such curve, though single readings can be large; an effect the other way counts as inactive or inconclusive. The list is partial (hit frequency here may not be typical).

Screens in order: D1 potentiator	D1 antagonist	GRP78 ERSR act	RXFP1 ag	Vif-APOBEC3G blk	Vif-A3F inh	D1 ag	D2 PAM	RXFP1 antag
> CCCCn1c(SCC(=O)Nc2nnc(C(C)C)s2)nc2c1c(=O)n(C)c(=O)n2C
  -1	8	-2%	14%	2%	1%	1	-4	-10
> C=CCC1(CC=C)CCCN1C(=O)C1CCC(=O)N(CCc2ccccc2)C1 (configuration not stated)
  -3	6	1%	-0.4%	1%	0%	11	7	-1
> O=C(Nc1nnc(S(=O)(=O)N2CCCCCC2)s1)c1ccccc1
  -4&0	-8&0	0%&3%	8.8%&-3.5%	-3%&-1%	0%&-4%	9&8	12	-2
> Cc1ccc(-n2c(C)nc3c(cnn3-c3ccc(F)cc3)c2=O)cc1
  -2	-20	4%	-1.2%	2%	-3%	8	-7	7
> C/C(=N\NC(=O)c1ccc(O)cc1)c1ccc2c(c1)Nc1ccccc1S2
  -9	-9	-3%	3.1%	2%	-19%	2	6	-24
> Cc1cccc(N2CCN(C(=O)C34CC5CC(CC(C5)C3)C4)CC2)c1C
  0	46	-2%	1.5%	-1%	1%	3	1	-5
> Cc1cccc(-n2ncc3c2CCCC3NC(=O)CCN2CCCO2)c1C (configuration not stated)
  0	-15	-6%	-0.5%	1%	-3%	1	.	-2
> NS(=O)(=O)c1ccc(CCNC(=O)COC(=O)C2CCCN2C(=O)c2cccs2)cc1 (configuration not stated)
  -4	3	-1%	1.5%	0%	0%	2	-8	-13
> O=C(c1ccc2c(c1)N(Cc1ccccc1)C(=O)c1ccccc1S2(=O)=O)N1CCN(Cc2ccccc2)CC1
  0	0	.	0.5%	.	.	1	-15	-9
> CC(C)OCCCN1C(=O)c2[nH]nc(-c3ccccc3O)c2C1c1cccc(OCc2ccccc2)c1 (configuration not stated)
  3	6	?	0.2%	-19%	-13%	6	5	?
> O=C(Nc1nccs1)c1cc2c(s1)CCCCC2
  -1	-5	-1%	0.1%	-12%	.	1	.	1
> O=c1cc(N2CCc3ccccc32)[nH]c(=O)n1-c1ccc(Br)cc1
  4	5	-5%	2.4%	-3%	1%	1	-2	.
> CCN(CC(=O)Nc1ccc(NC(C)=O)cc1)C(=O)c1cccc(S(=O)(=O)N2CCCC2)c1
  -3	1	-4%	0.2%	3%	0%	2	5	2
> CCN(CC)c1ccc(/C=C/c2cccc[n+]2C)c(OC)c1
  0	-2	-6%	7.9%	7.9µM*	-530%	14	4	-22
> Cn1c(=O)cc(SCC(=O)NCCC2=CCCCC2)c2ccc(Cl)cc21
  -3	6	0%	-1.1%	1%	1%	0	-3	-3
> O=C(N/N=C/c1ccccc1)C1CCCN1C(=O)c1cc([N+](=O)[O-])cc([N+](=O)[O-])c1 (configuration not stated)
  0	10	-5%	-0.4%	2%	5%	0	0	8
> CN(C)c1ccc(/C=C/c2nnnn2-c2ccccc2)cc1
  -10	-5	3%	2.4%	0%	9%	2	-13	-7
> COCCN(C(=O)COC(=O)CSc1ccccc1)c1c(N)n(Cc2ccccc2)c(=O)[nH]c1=O
  4	-16	1%	-0.8%	3%	-6%	2	5	-1
> CCOC(=O)c1ccccc1NC(=O)N1CCCN(S(=O)(=O)c2ccc3c(ccn3CC)c2)CC1
  0	5	-2%	4.1%	-23%	-5%	2	-6	.
> CCC(=O)Nc1ccccc1C(=O)OCc1cc(=O)n2cc(C)sc2n1
  -1	0	0%	11%	-8%	5%	1	.	-1
> Cc1ccc(NC(=O)COCC(=O)Nc2ccc(F)cc2)cc1
  -5	-25	-2%	-1.5%	-1%	0%	1	-5	-8
> CCSC1(SCC)N=C(N)C2(C#N)C(c3ccc(F)cc3)C12C#N (configuration not stated)
  -8	14	-19%	12%	?	-11%	5	-1	15
> COc1ccc(CCNC(=O)CN2CCOc3ccccc32)cc1OC
  0	-18	0%	3.9%	-6%	2%	-4	1	-10
> CC(=O)c1c(C(C)=O)c(C)n(-c2ccc(C)c(NC(=O)c3ccccc3Cl)c2)c1C
  -2	8	-3%	4.0%	-1%	-8%	-1	-1	-10
> Cc1ccc(-n2[nH]c(C)c(/C=N/Nc3ccc([N+](=O)[O-])cc3[N+](=O)[O-])c2=O)cc1C
  4	-4	-10%	-1.0%	-4%	-12%	2	12	-11
> Cc1cc(-c2csc(Nc3ccccn3)n2)ccc1F
  -1	-9	1%	1.5%	1%	-8%	5	6	-21
> CC1CN(C(=O)c2ccccc2Oc2ccccc2)CC(C)O1 (configuration not stated)
  2	4	-4%	0.4%	1%	-7%	2	3	16
> COc1ccccc1C(=O)N/C(=C\c1cn(C)c2ccccc12)C(=O)N1CCCC1
  -5	25	0%	2.6%	-5%	0%	-1	4	-22
> CCc1c(-c2ccccc2)nc2nc(C)c(C)nn12
  -2	-27	9%	8.4%	1%	5%	0	10	.
> COc1cc(C2C(C(=O)c3cccs3)=C(O)C(=O)N2CCN2CCOCC2)ccc1OCCC(C)C (configuration not stated)
  .	.	0%	.	1%	17%	.	.	-22
> CCCCNC(=O)c1nn(-c2ccccc2OC)c(=O)c2ccccc12
  -6	-18	-3%	2.7%	-6%	6%	3	27	2
> O=C(c1cnn(C(=O)c2ccccc2F)c1)c1ccccc1O
  -1	17	2%	-2.2%	-3%	-12%	0	-3	0
> CCN(CC)C(=O)C(=O)Nc1ccc(Oc2ccccc2)cc1
  3	-17	7%	1.6%	1%	12%	9	-8	-31
> COc1cc2nc(CN(C)CC(=O)Nc3ccc(N4CCOCC4)cc3)[nH]c(=O)c2cc1OC
  -6	0	-3%	0.0%	1%	-1%	3	3	-8
> Cc1ccc(O)c(-c2ccnc3cc(-c4ccc(Cl)cc4)nn23)c1
  -1	-6	0%	0.0%	3%	-13%	1	6	.
> NS(=O)(=O)c1ccc(NC(=S)N2CCc3ccccc32)cc1
  -1	15	1%	-1.4%	-7%	2%	3	-15	-1
> COc1ccccc1NC(=O)Cn1nnc(C(=O)Nc2ccccc2Br)c1N
  2	-9	-4%	9.6%	-3%	0%	5	-3	8
> CC(C)N(Cc1nc(-c2ccccc2)no1)C(=O)C(Cl)(Cl)Cl
  2	13	0%	0.7%	0%	-2%	6	10	-11
> Cc1cccc(NS(=O)(=O)c2cccc(C(=O)Nc3cccc(C(=O)O)c3)c2)c1
  6	-22	-5%	-1.7%	-1%	-23%	9	3	-1
> CC(C)(C)C1CCc2c(sc(NC(=O)C3CCCO3)c2C(N)=O)C1 (configuration not stated)
  6	11	-1%	0.8%	2%	-5%	0	.	-14

3 entries already listed, ordered by molecular weight, lowest first:
Screens in order: D1 potentiator	D1 antagonist	GRP78 ERSR act	RXFP1 ag	Vif-APOBEC3G blk	Vif-A3F inh	D1 ag	D2 PAM	RXFP1 antag
> Cc1ccc(-n2[nH]c(C)c(/C=N/Nc3ccc([N+](=O)[O-])cc3[N+](=O)[O-])c2=O)cc1C
  4	-4	-10%	-1.0%	-4%	-12%	2	12	-11
> COc1ccccc1NC(=O)Cn1nnc(C(=O)Nc2ccccc2Br)c1N
  2	-9	-4%	9.6%	-3%	0%	5	-3	8
> COc1cc2nc(CN(C)CC(=O)Nc3ccc(N4CCOCC4)cc3)[nH]c(=O)c2cc1OC
  -6	0	-3%	0.0%	1%	-1%	3	3	-8

(more compounds)
Screens in order: D1 potentiator	D1 antagonist	GRP78 ERSR act	RXFP1 ag	Vif-APOBEC3G blk	Vif-A3F inh	D1 ag	D2 PAM	RXFP1 antag
> CN(C)c1ccc(CNC(=O)CCNS(=O)(=O)c2cc(Br)cnc2N)cc1
  1	-2	-3%	-0.1%	4%	3%	-1	.	12
> O=C(NCCN1CCN(c2ccccc2)CC1)C1CCN(S(=O)(=O)c2cccc3nsnc23)CC1
  0	-17	1%	-0.2%	2%	8%	0	.	-3
> S=C1NC2(CCCCCC2)N=C1c1ccccc1
  -4	7	-3%	1.7%	1%	9%	0	-2	-9
> CC(C)c1nnc(NC(=O)CCC(=O)NC2CCCc3ccccc32)s1 (configuration not stated)
  2	-13	-1%	0.2%	0%	0%	2	11	-10
> CCn1cc(S(=O)(=O)N2CCN(c3ccc(Cl)cc3)CC2)cn1
  2	-7	-4%	-1.8%	1%	8%	5	-6	-12
> CCN1CCN(C(=O)c2ccc(Cl)c(S(=O)(=O)N3CCCCCC3)c2)CC1
  0	-6	-1%	-3.7%	1%	-7%	4	-5	-3
> CCNc1oc(-c2cccc3ccccc23)nc1C#N
  -7	1	-4%	17%	-6%	7%	1	-11	-1
> O=C(CC12CC3CC(CC(C3)C1)C2)NCc1ccccc1
  -4	-7	5%	1.6%	-6%	0%	10	4	-9
> COc1ccc(CC(=O)Nc2ccc(S(=O)(=O)N3CCOCC3)cc2)cc1
  .	2	-3%	-0.1%	0%	-1%	21	-9	-10
> CC(=O)c1ccc(N2CCN(C(=O)c3ccc(Cl)c(S(=O)(=O)NC4CC4)c3)CC2)c(F)c1
  -6	-23	-3%	0.1%	0%	0%	10	4	-16
> CC(C)CN1C(=O)C(=O)N(CC(=O)NC(C)CCc2ccccc2)C1=O (configuration not stated)
  6	-3	-2%	-0.7%	1%	-50%	4	-2	6
> CC(=O)NC(C(=O)c1ccccc1)N1CCCCC1 (configuration not stated)
  9	-5	-4%	-0.9%	-1%	-15%	1	-2	-1
> O=C(Nc1ccc(Cc2ccncc2)cc1)c1ccc(Br)o1
  -8	-9	9%	0.0%	5%	-1%	1	-1	?
> CC(C)C(OC(=O)c1cccs1)C(=O)NCc1ccc2c(c1)OCO2 (configuration not stated)
  -8	-19	-4%	-0.5%	-3%	6%	3	5	-2
> Cc1ccc(S(=O)(=O)CCC(=O)N2CCN(c3ccc([N+](=O)[O-])cc3)CC2)cc1
  -6	-25	-4%	1.7%	3%	-2%	7	21	-18
> Nc1ccc2nn(-c3ccc(Cl)cc3)nc2c1
  -6	3	-7%	20%	-7%	2%	1	-5	10
> CCOc1ccc(N(C(=O)c2ccc(OC)cc2)S(=O)(=O)c2ccc3c(c2)n(C)c(=O)n3C)cc1
  2	1	.	-0.1%	.	.	0	15	-8
> COc1ccc(/C(=N/O)C(C)(C)NO)cc1
  2	7	2%	2.2%	1%	.	2	11	7
> CN1CCN(C(=O)Nc2cccc(-c3ccccc3)c2)CC1
  -4	25	-3%	-0.9%	2%	0%	0	5	-3
